High-throughput results: PubChem BioAssay, several laboratories
HSF1 inhib = HSF1 inhibition; AID 2098; NIH3T3-HGL HSE-luciferase, MG132-induced, luminescence 8 h; active compounds read low; activity change, negative = inhibition, % at 7.5 µM (by protocol); actives 0.77% (n = 300,000);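 active = more than half of replicate wells show activity change below -50%, luminescence cut by over half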;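 also: luciferase reports HSF-1 transcriptional activity via heat shock element; 0% = median of DMSO wells and -100% = zero luminescence signal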
GSK3 alpha inh = inhibitors of human GSK-3 alpha kinase; ADP-Glo luminescence, 60 min; P49840; inhibition, % at 10 µM; AID 2650; actives 0.1% (n = 320,000);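 in the data active = inhibition above about 50%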;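 also: GST-tagged GSK-3 alpha with peptide substrate and 25 µM ATP; 0% = DMSO neutral wells and 100% = GW8510 positive control wells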
Target sequence (P49840 whole entry, looked up): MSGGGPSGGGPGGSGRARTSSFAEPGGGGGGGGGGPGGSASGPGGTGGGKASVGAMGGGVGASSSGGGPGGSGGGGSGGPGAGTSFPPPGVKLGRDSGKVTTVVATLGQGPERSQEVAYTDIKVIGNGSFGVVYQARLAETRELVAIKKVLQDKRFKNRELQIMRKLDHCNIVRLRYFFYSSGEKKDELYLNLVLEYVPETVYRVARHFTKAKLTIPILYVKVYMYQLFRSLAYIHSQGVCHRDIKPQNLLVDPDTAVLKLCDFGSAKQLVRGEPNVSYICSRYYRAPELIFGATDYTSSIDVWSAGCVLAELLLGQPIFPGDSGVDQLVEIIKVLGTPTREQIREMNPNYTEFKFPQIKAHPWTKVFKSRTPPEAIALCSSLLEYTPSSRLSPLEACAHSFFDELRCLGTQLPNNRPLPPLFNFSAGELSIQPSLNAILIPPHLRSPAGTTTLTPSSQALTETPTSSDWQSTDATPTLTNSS
IEC-6 tox = IEC-6 cytotoxicity, counter-screen for KLF5 inhibitors. inhibition, % at 5 µM. luminescence viability. actives 0.78% (n = 290,000). AID 1825; in the data active = inhibition above about 22%;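 also: 0% = plate median of test compound wells and 100% = cytotoxic reference compound wells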
HSP90 refold inh = HSP90 refolding inhibition in rabbit reticulocyte lysate; inhibition, % at 5.6 µM; luciferase refolding luminescence, 3 h; actives 0.91% (n = 290,000);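 active = inhibition above the screen-wide mean plus 3 SD, computed separately per campaign, cut at about 16% in these data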;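 also: 0% = DMSO wells and 100% = 60 µM geldanamycin wells; inhibitors lower the luminescence because luciferase stays unfolded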
KLF5 inh = inhibitors of KLF5 expression; DLD-1 KLF5 promoter-luciferase reporter, luminescence; inhibition, % at 5 µM; actives 0.23% (n = 290,000); AID 1700;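 active = inhibition above a per-plate limit of that plate's mean compound inhibition plus 3 SD, cut at about 60% in these data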;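 also: 0% = DMSO wells and 100% = LY294002 at 200 µM; higher means less KLF5 promoter-driven luciferase light; inactives centre near -14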
Platelet DG rel = platelet dense granule release activity. human platelet-rich plasma, SFLLRN dense granule ATP release, luminescence. inhibition, %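 (compounds screened at 7.5 µM in platelet-rich plasma)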. actives 0.22% (n = 300,000). AID 1663;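 active = mean replicate score, as percent of positive control, at or above 50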
GSK3beta inhib = blocks human GSK3beta kinase activity. P49841. GST-GSK3beta kinase, ADP-Glo luminescence, 60 min; active compounds read low. activity score (negative = inhibition), % at 10 µM. actives 0.038% (n = 300,000). AID 2097;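 active = more than half of replicate wells score below -50%, meaning over 50% inhibition versus plate controls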;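 also: 0% = median DMSO wells and -100% = median GW8510 positive control wells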
Target sequence (P49841 whole entry, looked up): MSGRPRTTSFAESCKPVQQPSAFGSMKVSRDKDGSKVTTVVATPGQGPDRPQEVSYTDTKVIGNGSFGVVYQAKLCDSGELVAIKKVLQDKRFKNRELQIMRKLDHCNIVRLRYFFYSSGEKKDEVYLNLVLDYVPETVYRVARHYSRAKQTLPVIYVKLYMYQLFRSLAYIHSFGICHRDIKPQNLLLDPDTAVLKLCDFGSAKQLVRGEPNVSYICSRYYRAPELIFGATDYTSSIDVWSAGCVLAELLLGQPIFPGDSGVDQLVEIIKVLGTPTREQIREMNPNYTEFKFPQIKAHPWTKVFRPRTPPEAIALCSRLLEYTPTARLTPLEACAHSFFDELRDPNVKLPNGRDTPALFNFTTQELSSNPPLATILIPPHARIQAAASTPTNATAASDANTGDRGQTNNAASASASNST
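Test system: GST-tagged human GSK3beta kinase, cell-free; evaluation: activity score scaled between in-plate DMSO and GW8510 controls; measured by: ADP-Glo luminescence; incubation: 60 min reaction, RT; benchmarks: DMSO and 20 µM GW8510; reagent: peptide substrate plus 25 µM ATP (final); medium: Tris/MgCl2 kinase buffer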
DYRK1A inh = Dyrk1A (rat) kinase inhibition | ADP-Glo luminescence, NFATc1 peptide | inhibition, % at 12.5 µM | actives 0.43% (n = 310,000); in the data active = inhibition above about 50%;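 also: plate controls were vehicle with enzyme for no effect and no enzyme for full effect; many of its hits are not listed in these tables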
HSF-1 act = increases HSF-1 driven luciferase reporter signal | NIH3T3-HGL HSF-1 luciferase reporter, MG132, 8 h; 100% = twice DMSO control signal | activation, % at 9 µM | actives 1.7% (n = 300,000) | AID 504408;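 active = mean replicate activation of at least 50% with a set share of replicates each reaching 50%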;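 also: 0% = median of the neutral control wells and 100% = twice that signal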
aSyn 5UTR inh = MLPCN primary screen, SNCA 5' untranslated region; actives 0.82% (n = 300,000); inhibition, % (tested at 7.5 µM); alpha-synuclein 5'UTR reporter, inhibitor activity; AID 1813; in the data active = inhibition above about 60%;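 also: H4 neuroglioblastoma cells stably carrying SNCA 5'UTR luciferase fusion; 0% = DMSO wells and 100% = positive control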
Starred values were filed as active, the others as inactive; . = no result given. A portion of the library, so the mix of outcomes need not match the whole.

No.	mol	HSF1 inhib	GSK3 alpha inh	IEC-6 tox	HSP90 refold inh	KLF5 inh
1	CCc1nnc(NS(=O)(=O)c2ccc(N=Cc3c(O)n(-c4ccc(Cl)cc4)c(=O)[nH]c3=O)cc2)s1	3	-3	-6	-2	-22
2	COC(=O)C1=C(c2cc3ccccc3s2)C[C@@H]2CC[C@H]1N2C(=O)N1CCC(C)CC1	7	0	.	.	.
3	Cc1nc2cc([N+](=O)[O-])ccc2c(=O)n1-c1cccc(Br)c1	1	-4	.	.	.
4	CC(C)(C)C(=O)Nc1ccc(S(=O)(=O)N2CC3CC(C2)c2cccc(=O)n2C3)cc1 (centres undefined)	-3	0	2	2	-20
5	O=C(C1CCC(=O)N1Cc1ccc(F)cc1)N1CCC2(CC1)OCCO2 (centres undefined)	-3	-3	5	1	4
6	CCN(CC)CC(O)c1ccc(C2CCCC2)cc1 (centres undefined)	-6	-2	0	-4	-15
7	Cc1cc(N2CCCCC2)ccc1C=C1C(=O)N(C)C(=S)N(C)C1=O	-5	-1	-7	0	-32
8	O=C(N/N=C/c1c(O)n(Cc2ccccc2)c(=O)[nH]c1=O)c1ccncc1	7	8	-8	-7	-22
9	OC(Cc1ccccc1)(c1ccccc1)C1CN2CCC1CC2 (centres undefined)	-13	.	4	-2	-1
10	O=C(Nc1c(F)cc(F)cc1F)c1cccn(Cc2ccccc2)c1=O	3	-2	-7	0	-6
11	CCCCn1c(O)c(C(CC)=NCCN2CCOCC2)c(=O)[nH]c1=O	6	.	6	7	-15
12	CC(=NCCCn1ccnc1)c1c(O)n(C2CCCCC2)c(=O)[nH]c1=O	-3	67*	4	-4	-6
13	O=P(Oc1ccccc1)(Oc1ccccc1)C(O)c1ccccc1 (centres undefined)	6	-2	.	.	.
14	CC(C)C/C(=N/O)c1c[nH]c2ccccc12	-14	.	5	2	-21
15	Cc1nn(Cc2ccccc2)c(Cl)c1C(=O)OCC(=O)Nc1cccc2ccccc12	-7	-1	-6	1	-9

No.	Platelet DG rel	GSK3beta inhib	DYRK1A inh	HSF-1 act	aSyn 5UTR inh
1	11	0	6	42	7
2	0	-2	1	30	31
3	-32	-3	2	14	12
4	-3	2	.	5	-7
5	6	3	-3	-11	1
6	-13	-1	-6	-4	6
7	10	4	-3	-7	-19
8	-11	-3	.	9	-6
9	-3	1	-3	-5	-39
10	16	2	-3	-2	8
11	0	0	7	16	9
12	0	1	0	5	9
13	-4	1	2	9	-3
14	11	2	1	-13	19
15	-6	4	-1	-33	35

Exported with one line to a screen: 5 of the compounds above.
11. CCCCn1c(O)c(C(CC)=NCCN2CCOCC2)c(=O)[nH]c1=O
5. O=C(C1CCC(=O)N1Cc1ccc(F)cc1)N1CCC2(CC1)OCCO2 (centres undefined)
4. CC(C)(C)C(=O)Nc1ccc(S(=O)(=O)N2CC3CC(C2)c2cccc(=O)n2C3)cc1 (centres undefined)
15. Cc1nn(Cc2ccccc2)c(Cl)c1C(=O)OCC(=O)Nc1cccc2ccccc12
9. OC(Cc1ccccc1)(c1ccccc1)C1CN2CCC1CC2 (centres undefined)

entry no. | 11 | 5 | 4 | 15 | 9
HSF1 inhib | 6 | -3 | -3 | -7 | -13
GSK3 alpha inh | . | -3 | 0 | -1 | .
IEC-6 tox | 6 | 5 | 2 | -6 | 4
HSP90 refold inh | 7 | 1 | 2 | 1 | -2
KLF5 inh | -15 | 4 | -20 | -9 | -1
Platelet DG rel | 0 | 6 | -3 | -6 | -3
GSK3beta inhib | 0 | 3 | 2 | 4 | 1
DYRK1A inh | 7 | -3 | . | -1 | -3
HSF-1 act | 16 | -11 | 5 | -33 | -5
aSyn 5UTR inh | 9 | 1 | -7 | 35 | -39

Back to the main list, starting two compounds before the break.
No.	mol	HSF1 inhib	GSK3 alpha inh	IEC-6 tox	HSP90 refold inh	KLF5 inh
14	CC(C)C/C(=N/O)c1c[nH]c2ccccc12	-14	.	5	2	-21
15	Cc1nn(Cc2ccccc2)c(Cl)c1C(=O)OCC(=O)Nc1cccc2ccccc12	-7	-1	-6	1	-9
16	Cc1cc(C(=O)N2CCC3(CC2)OCCO3)no1	7	2	0	5	-12
17	CC(C)n1c(=O)c(C=Nc2ccc(F)cc2)c(O)n(Cc2ccco2)c1=O	.	-1	-4	6	-4
18	Cn1c(O)c(/C=N/NC(=O)c2ccncc2)c(=O)n(C)c1=S	2	4	-2	2	-4
19	CC1(C)C2CC=C(CN3CCOCC3)C1C2 (centres undefined)	-7	0	3	0	-17
20	Cc1ccccc1N1C(=O)NC(=O)/C(=C/c2ccc(N3CCOCC3)o2)C1=O	-8	-2	-3	4	-23
21	O=C1NC(=O)C(=Cc2cc([N+](=O)[O-])ccc2N2CCCCC2)C(=O)N1	-5	6	-2	3	-12
22	CCOC(=O)COc1ccc2c(c1)c(C(C)=O)c(C)n2Cc1ccccc1	4	-2	4	2	13
23	Cc1cc(/C=C2\C(=O)NC(=O)N(c3cccc(F)c3)C2=O)c(C)n1-c1ccc(C(=O)O)c(Cl)c1	5	-6	-3	6	-8
24	CCOC(=O)C1(CCc2ccccc2)CCN(C2CCSCC2)CC1	-4	1	0	-2	8
25	CC/C(CC(c1ccccc1)c1c(O)c2ccccc2oc1=O)=N\NC(N)=S (centres undefined)	4	-3	-2	1	-22
26	O=C(c1ccc2c(c1)OCO2)C1CCCN(Cc2c(F)cccc2Cl)C1 (centres undefined)	9	0	-4	-1	-16
27	Cc1cc(OC(=O)N(C)C)nc(SCc2c(Cl)cccc2Cl)n1	0	-1	12	7	-4
28	O=C(C1CC(=O)N(C2CCCCC2)C1)N1CCC2(CC1)OCCO2 (centres undefined)	3	-3	6	-3	-15
29	COc1ccc(-n2c(O)c(C=Nc3c(C)n(C)n(-c4ccccc4)c3=O)c(=O)[nH]c2=O)cc1	-3	-1	3	0	-22
30	CN(C)C(Cc1ccccc1)C(=O)c1ccccc1 (centres undefined)	0	0	-1	-4	-54

No.	Platelet DG rel	GSK3beta inhib	DYRK1A inh	HSF-1 act	aSyn 5UTR inh
14	11	2	1	-13	19
15	-6	4	-1	-33	35
16	-20	-8	.	13	-8
17	7	0	-4	.	12
18	12	-1	9	8	10
19	-2	1	9	-9	20
20	1	0	-2	-10	16
21	-3	0	-4	-8	2
22	-19	-3	.	-4	-12
23	-2	1	.	-6	4
24	-2	0	-6	6	-14
25	2	-1	5	7	9
26	0	4	2	10	2
27	-2	0	-2	0	6
28	0	0	7	7	-10
29	.	-1	18	-10	0
30	-6	5	-6	9	-15

The results go on.
No.	mol	HSF1 inhib	GSK3 alpha inh	IEC-6 tox	HSP90 refold inh	KLF5 inh
31	COc1ccc(OCC(=O)N2CCN(C3CCC(c4ccccc4)CC3)CC2)cc1 (centres undefined)	-3	-2	2	6	-5
32	COc1ccccc1-n1c(Cc2ccccc2)nc2ccccc2c1=O	8	-1	-2	-2	-45
33	Cc1ccc(C2CC3CCC(C2)N3Cc2ccccc2F)cc1 (centres undefined)	2	.	0	1	-34
34	N/C(=N\[N+](=O)[O-])NCCCC(NC(=O)CNC(=O)c1ccccc1)C(=O)O (centres undefined)	-1	-2	2	1	-5
35	C[N+]1(C)[C@@H]2CC[C@H]1CC(OC(=O)C(c1ccccc1)c1ccccc1)C2 (some centres undefined)	-6	8	-12	-1	-19
36	CCOC(=O)C1=C(C)OC(N)=C(C(=O)OCC)C12C(=O)Nc1ccc(Br)cc12 (centres undefined)	2	-1	6	-2	-25
37	COc1ccc2[nH]c3c(c2c1)CCNC3C (centres undefined)	-1	-2	0	8	-2
38	C=Cn1ccnc1P(=S)(c1nccn1C=C)c1nccn1C=C	-10	-2	8	2	-5
39	O=C(N/N=C/c1c(O)n(Cc2ccccc2)c(=O)[nH]c1=O)c1ccccc1O	-5	-1	-7	5	17
40	CCCCn1c(O)c(C(=O)/C=C/c2ccc3c(c2)OCO3)c(=O)[nH]c1=O	-1	1	-9	-1	-23
41	Cc1ccc2c(c1)N(C(=O)CCC(=O)N1CCC3(CC1)OCCO3)CCO2	-51*	-4	-5	-3	-28
42	ClCCNc1nc2ccc(Cl)cc2[nH]1	-6	2	-6	-9	-62
43	Cc1ccsc1C(=O)C1CCCN(Cc2c(C)nn(C(C)C)c2C)C1 (centres undefined)	14	-4	1	-3	-23
44	O=C1NC(c2cccnc2)Nc2sc3c(c21)CCCC3 (centres undefined)	21	7	1	1	-62
45	Cc1ccc(-n2c(CNCc3ccc(F)cc3)nc3ccccc3c2=O)cc1	7	1	-1	-4	-29

No.	Platelet DG rel	GSK3beta inhib	DYRK1A inh	HSF-1 act	aSyn 5UTR inh
31	-1	2	0	5	32
32	-6	-1	-1	12	-11
33	1	-5	3	11	-12
34	-3	7	0	-22	-10
35	-1	2	-1	-13	13
36	2	-3	4	-9	26
37	-2	-6	-2	-4	13
38	-2	-3	0	0	10
39	4	0	-1	-12	5
40	-8	-1	3	23	-24
41	7	1	-6	-63	14
42	-3	0	14	35	-57
43	0	-2	1	4	-18
44	7	-1	17	28	-98
45	-2	0	0	-7	-26

Next section
No.	mol	HSF1 inhib	GSK3 alpha inh	IEC-6 tox	HSP90 refold inh	KLF5 inh
46	COc1cc(C)cc2oc(=O)c(CC(=O)N3C[C@H]4C[C@@H](C3)c3cccc(=O)n3C4)c(C)c12	-4	-2	5	0	-2
47	CCOc1ccc(N=C2SCCCN2C)cc1	0	-1	1	3	-6
48	O=c1c2ccccc2nc(-c2ccccc2F)n1-c1ccccc1	-2	1	-7	-5	-14
49	CCCOP(=O)(O)c1c([N+](=O)[O-])cc(C(F)(F)F)cc1[N+](=O)[O-] (tested in a mixture with another compound)	0	-2	0	4	-6
50	C/C=C(\C)C(=O)N[C@@H](c1ccccc1)[C@@H](O)C(=O)O[C@H]1C[C@@]2(O)[C@@H](OC(=O)c3ccccc3)C3[C@](C)(C(=O)[C@H](OC(C)=O)C(=C1C)C2(C)C)[C@@H](O)C[C@H]1OC[C@@]31OC(C)=O (some centres undefined)	-9	-1	88*	-3	64*
51	CCC(=O)c1ccc(OC)c(OC)c1	-3	-1	-5	2	-9
52	CC(C)CCn1c(=O)c(C(=O)Nc2ccccc2S(N)(=O)=O)c(O)c2ccccc21	13	1	-7	-7	-30
53	Cc1ccc2c(c1)N(C(C)C(=O)N1CCC3(CC1)OCCO3)C(=O)CO2 (centres undefined)	-9	-1	2	-2	-8
54	CCC(C)N1C(=O)/C(=C\c2cc3c4c(c2)CCCN4CCC3)C(=O)NC1=S (centres undefined)	-9	0	4	2	-7

No.	Platelet DG rel	GSK3beta inhib	DYRK1A inh	HSF-1 act	aSyn 5UTR inh
46	-2	2	-5	4	3
47	7	0	1	-3	-11
48	6	-2	4	20	9
49	-3	3	-3	3	-58
50	-8	-1	.	-6	104*
51	-2	2	-1	-10	28
52	2	3	2	10	20
53	-3	2	-7	-1	3
54	12	2	6	-8	14
